Screening results from PubChem BioAssay.
CR mimetic SO: lowers age-related superoxide in aged yeast cells. S. cerevisiae aged cells, superoxide DHE fluorescence; active compounds read low. superoxide response (% of plate mean), % at 10 µM. 0.18% of 330,000 active. AID 2690;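 active = superoxide response under a set limit, about three screen SD below normal, cut at about 65% in these data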;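 note: yeast aged for seven days with compound at 30 °C before DHE staining; 100% = average MFI of all compound-treated wells on the plate with controls excluded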
AGP1-GFP MLPCN: modulators of TOR pathway AGP1-GFP in S. cerevisiae; S. cerevisiae AGP1-GFP multiplex flow cytometry, 3 h; GFP as percent of DMSO wells; AID 2066; 0.02% of 320,000 active; GFP response vs DMSO, % at 10 µM;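 active = GFP response relative to DMSO above a set limit, near screen average plus 3 SD, cut at about 150% in these data; inconclusive = fewer than 70 cells counted for the yeast strain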;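 note: median GFP channel fluorescence of the gated AGP1 strain per well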
Efflux pump mplx: blocks antifungal efflux pumps in multiplex yeast assay; S. cerevisiae Candida pump triplex, Nile Red efflux; inhibition, % at 10 µM; 0.44% of 330,000 active;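 active = plate passing quality check with inhibition over a set limit, or well fluorescence over plate mean plus 4 SD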;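 note: Nile Red retained in pooled yeast measured as flow cytometry median fluorescence; 0% = buffer negative control and 100% = Enniatin B positive control; higher means more Nile Red kept so more efflux inhibition; some compounds called inactive have numbers as strong as hits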
RPL19A-GFP yeast: modulators of TOR pathway RPL19A-GFP in S. cerevisiae | 0.3% of 330,000 active | S. cerevisiae RPL19A-GFP strain, flow cytometry, 3 h; active compounds read low | AID 2025 | percent response vs DMSO, % at 10 µM;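 active = percent response vs DMSO below 50%; inconclusive = fewer than 70 events counted for the yeast strain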;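 note: median channel GFP fluorescence of the barcoded RPL19A-GFP strain; ratio of sample median GFP to plate DMSO average so 100% = DMSO; lower means less RPL19A-GFP as with rapamycin TOR inhibition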
CIT2-GFP yeast: modulators of TOR pathway CIT2-GFP in S. cerevisiae. S. cerevisiae CIT2-GFP strain, flow cytometry, 3 h; 100 means same as DMSO wells. 0.065% of 320,000 active. GFP response vs DMSO, % at 10 µM;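 active = GFP response relative to DMSO above a set limit, near the screen mean plus 3 SD, cut at about 150% in these data; inconclusive = Fewer than 70 cells measured for a yeast strain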;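 note: ratio of well median GFP fluorescence to mean of DMSO wells on the plate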
MEP2-GFP yeast: yeast TOR pathway MEP2-GFP modulation; S. cerevisiae MEP2-GFP strain, flow cytometry GFP, 3 h; 100% = DMSO control level; 0.51% of 330,000 active; GFP response vs DMSO, % at 10 µM;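 active = GFP response versus DMSO above a set limit, roughly screen mean plus 3 SD, cut at about 180% in these data; inconclusive = fewer than 70 cells counted for a yeast strain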;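 note: median GFP fluorescence of the barcode-gated MEP2-GFP cells per well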
AHR act: activators of human aryl hydrocarbon receptor; P35869; AHR-responsive luciferase reporter cells, luminescence; activation, % at 5 µM; 2.5% of 320,000 active; AID 2796; in the data active = activation above about 47%;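 note: 0% = vehicle wells and 100% = reference agonist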
Target sequence (P35869 whole entry, looked up): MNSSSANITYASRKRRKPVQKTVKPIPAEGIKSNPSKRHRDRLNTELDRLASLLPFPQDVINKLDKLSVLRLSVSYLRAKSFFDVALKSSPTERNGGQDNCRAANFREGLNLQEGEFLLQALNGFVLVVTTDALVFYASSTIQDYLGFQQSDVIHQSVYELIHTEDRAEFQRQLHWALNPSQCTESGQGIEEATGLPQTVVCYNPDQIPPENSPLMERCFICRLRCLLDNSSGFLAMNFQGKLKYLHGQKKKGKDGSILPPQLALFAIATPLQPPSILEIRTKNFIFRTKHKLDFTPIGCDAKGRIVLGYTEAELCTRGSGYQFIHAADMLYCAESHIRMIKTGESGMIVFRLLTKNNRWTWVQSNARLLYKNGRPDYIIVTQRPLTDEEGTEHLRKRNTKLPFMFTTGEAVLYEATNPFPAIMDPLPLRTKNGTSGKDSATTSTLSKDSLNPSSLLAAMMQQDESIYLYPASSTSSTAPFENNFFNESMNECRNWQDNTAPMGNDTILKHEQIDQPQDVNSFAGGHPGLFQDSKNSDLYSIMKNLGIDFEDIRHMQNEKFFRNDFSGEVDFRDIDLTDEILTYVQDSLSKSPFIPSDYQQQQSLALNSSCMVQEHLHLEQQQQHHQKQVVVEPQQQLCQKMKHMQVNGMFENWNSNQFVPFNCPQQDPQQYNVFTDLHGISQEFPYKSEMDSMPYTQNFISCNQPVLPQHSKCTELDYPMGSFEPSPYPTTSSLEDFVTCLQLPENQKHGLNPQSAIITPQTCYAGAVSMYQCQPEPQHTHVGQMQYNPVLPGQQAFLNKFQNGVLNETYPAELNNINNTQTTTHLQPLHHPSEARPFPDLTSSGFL
LAP4-GFP MLPCN: alters LAP4-GFP fluorescence in TOR pathway yeast screen; S. cerevisiae LAP4-GFP multiplex, flow cytometry GFP, 3 h; median GFP as percent of DMSO wells; 0.34% of 320,000 active; AID 2023; GFP response vs DMSO, % at 10 µM;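 active = GFP response vs DMSO above a set limit, about the screen mean plus 3 SD, cut at about 150% in these data; inconclusive = under 70 cell events counted for the yeast strain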
An asterisk follows results filed as active; u = inconclusive; x = not tested or not shown; [ ] = another dose, or the depositor's remark.

SMILES	CR mimetic SO	AGP1-GFP MLPCN	Efflux pump mplx	RPL19A-GFP yeast	CIT2-GFP yeast	MEP2-GFP yeast	AHR act	LAP4-GFP MLPCN
COc1ccc(N2C(=O)CC(Sc3nc(C)cc(C)c3C#N)C2=O)cc1 (configuration not stated)	94	98	0.0	94	91	94	0	93
c1cncc(C(c2nnnn2C2CCCC2)N2CCN(Cc3ccc4c(c3)OCO4)CC2)c1 (configuration not stated)	106	101	-0.1	98	104	99	0	98
CCOc1ccc(OCc2ccc(C(=O)NCc3ccncc3)o2)cc1	114	104	0.0	100	101	101	16	100
COC(=O)CCCC(=O)NC1CCCc2c1cnn2-c1ccc(F)cc1F (configuration not stated)	106	86	-0.1	109	106	103	5	99
O=C(Oc1cc(Cl)ccc1Cl)C1=CC=CN2CCS(=O)(=O)N=C12	149	94	0.0	93	93	97	1	91
CC(=O)NC1C(OCCOc2ccc(Cl)cc2Cl)OC(COC(C)=O)C(OC(C)=O)C1OC(C)=O (configuration not stated)	93	94	0.2	96	93	107	9	101
Cc1nc(N(C)C)c2sc(=S)n(C)c2n1	104	106	0.2	102	100	98	0	103
O=S(=O)(c1ccc2c(c1)OCCO2)N1CCN(c2ncnc3sccc23)CC1	99	112	-0.1	107	115	133	-2	125
COc1ccc(C(=O)Nc2ccnn2C2CCN(CC3CC=CCC3)CC2)cc1 (configuration not stated)	96	93	0.0	109	112	94	x	67
Cc1ccc(S(=O)(=O)N2[C@@H](c3ccc(C(C)(C)C)cc3)C(C(=O)O)=CC[C@H]2c2ccc3c(c2)OCO3)cc1	87	90	-0.2	90	87	86	0	95
COc1cccc(C(=O)N2CCN(C(=O)Cc3ccccc3)CC2)c1	95	114	0.4	102	101	102	2	108
N#Cc1c(-c2ccccc2)oc(=O)c2ccccc12	103	89	-0.1	98	120	109	3	74
CCc1ccc(/C=C2\Oc3c(ccc(O)c3CN3CCN(CCO)CC3)C2=O)cc1	95	20[may fluoresce violet]	0.0	45*[may fluoresce violet]	u	192*[may fluoresce violet]	2	96[may fluoresce violet]
CCOC(=O)C1=C(CSc2nc3c(cc2C#N)CN(C)CC3)OC(N)=C(C#N)C1c1ccccc1 (configuration not stated)	106	105	-0.1	103	99	106	9	100
COc1ccc(CC(=O)N/N=C(\C)CC(=O)Nc2ccc(N(C)C)cc2)cc1	95	101	0.0	102	103	107	0	94
COCCN(C(=O)CSc1nnc(-c2ccc(C)c(C)c2)o1)c1c(N)n(CC(C)C)c(=O)[nH]c1=O	101	103	-0.2	100	110	101	-1	107
COc1ccc(OCC(=O)NC2CCCCCCC2)cc1	115	98	-0.1	104	95	96	4	100
COCCNC(=O)CN1C(=O)CC(C)(C)S(=O)(=O)c2ccccc21	92	103	0.2	98	99	100	-1	100
O=C(NC1CCCC1)c1nc2c(nnn2Cc2ccccc2Cl)c(=O)[nH]1	100	91	0.0	95	95	98	0	90
Cn1c(CCN2CCN(c3ccccn3)CC2)nc2cc(NC(=O)COc3ccccc3)ccc21	96	99	0.0	98	99	95	3	93
C=CCn1c(SCC(=O)NC2CCCCC2)nnc1-c1ccccn1	92	100	-0.4	103	107	104	-2	94
C=CCCCCCCCCC(=O)NNC1=CC(=O)CC(C)(C)C1	100	99	0.0	96	98	101	-1	93
CCOC(=O)C1CCCN(C(=O)c2ccc3c(=O)n(CCOC)c(=S)[nH]c3c2)C1 (configuration not stated)	84	112	0.1	103	110	112	0	109
Cc1cccc(Nc2cnn(C34CC5CC(CC(CC(=O)O)(C5)C3)C4)c(=O)c2Cl)c1	89	96	0.9	91	98	94	-2	93
CC(=O)Nc1ccc2nc3c(=O)n(C)c(=O)n(C)c3nc2c1	90	110	0.1	103	109	103	3	113

One compound at a time (already shown). Screens in order: CR mimetic SO, AGP1-GFP MLPCN, Efflux pump mplx, RPL19A-GFP yeast, CIT2-GFP yeast, MEP2-GFP yeast, AHR act, LAP4-GFP MLPCN
`c1cncc(C(c2nnnn2C2CCCC2)N2CCN(Cc3ccc4c(c3)OCO4)CC2)c1` (configuration not stated) reads 106, 101, -0.1, 98, 104, 99, 0, 98
`CCc1ccc(/C=C2\Oc3c(ccc(O)c3CN3CCN(CCO)CC3)C2=O)cc1` reads 95, 20[may fluoresce violet], 0.0, 45*[may fluoresce violet], u, 192*[may fluoresce violet], 2, 96[may fluoresce violet]

Additional structures.
SMILES	CR mimetic SO	AGP1-GFP MLPCN	Efflux pump mplx	RPL19A-GFP yeast	CIT2-GFP yeast	MEP2-GFP yeast	AHR act	LAP4-GFP MLPCN
COC(=O)C(C)Oc1ccc(Oc2nc(Cl)ccc2Cl)cc1 (configuration not stated)	104	98	0.0	101	101	103	2	106
Cc1cccc(COCC(Cc2ccccc2)N2CCN(C(=O)c3cccc(C)c3)CCC2=O)c1 (configuration not stated)	99	72	0.0	90	58	87	3	140
COc1cccc(NC(=O)CN(C)C(=O)C23CC4CC(CC(Cl)(C4)C2)C3)c1	109	96	0.1	95	92	98	7	97
COc1ccc(NC(=O)Cc2nnc(SCC(=O)Nc3ccccc3)n2C)cc1	108	99	0.1	102	108	106	-3	99
CC(C)(C)NC(=O)C(c1ccncc1)N(C(=O)C1CSC(=O)C1)c1ccccc1 (configuration not stated)	115	102	-0.1	103	101	109	0	95
Cc1cc(NCCCN)nc(-c2ccccc2O)n1	104	92	0.1	100	90	100	21	93
COc1cccc(C(=O)Nc2cc(-c3cn4cccnc4n3)ccc2C)c1	99	100	0.0	95	94	105	13	101
Cc1cccc(NC(=S)N2CCN(C(=O)c3ccco3)CC2)c1C	103	102	-0.2	100	105	94	-1	97
O=C(CCNC(=O)C1CCN(S(=O)(=O)c2ccc(F)cc2)CC1)NCc1ccncc1	87	108	-0.7	107	118	118	-1	100
Cn1c(C(=O)N(Cc2ccccc2)Cc2ccccn2)cc2sccc21	118	94	0.5	99	97	102	5	105
Cc1ccc2[nH]c(C(F)(F)F)cc(=O)c2c1	92	110	0.1	98	100	101	1	109
O=C(NCc1ccc(Cl)cc1)c1ccccc1CCc1ccccc1	76	88	0.2	103	90	111	-1	100
COC(=O)C1=C(C)N(C)C(C)=C(C(=O)OC)C1c1ccc(C(=O)OC)cc1	104	103	0.1	98	99	95	0	95
Cc1ccc(CSCC(=O)N/N=C/c2cccc(OC3CSC3)c2)cc1	108	104	0.1	106	106	107	1	98
COc1ccc(CCC(C)NCc2ccc(C(F)(F)F)cc2)cc1 (configuration not stated)	98	102	0.1	108	104	112	3	98
O=C(Cc1sc(Nc2ccccc2)nc1-c1ccccc1)NCc1ccccn1	123	101	0.1	97	89	97	10	124
Cc1cc(C(=O)CC#N)c(C)n1-c1c(C)n(C)n(-c2ccccc2)c1=O	100	100	0.2	98	92	98	0	104
CCCn1c(SCC(=O)NC2CCC(C)CC2)n[nH]c1=O (configuration not stated)	114	94	-0.1	94	90	97	6	90
CCC(C)[C@H](NC(=O)N1CCC(C)CC1)C(=O)OC (some centres not stated)	79	107	-0.1	99	106	98	-1	107
CCOC(=O)Cn1c2ccc(C)cc2c2nc(C)sc21	96	103	0.1	101	92	96	-1	106
COC(=O)c1ccccc1S(=O)(=O)NNC(=O)Nc1ccccc1	104	102	0.0	106	100	109	3	85
Cc1cccc(Oc2ccc(NC(=O)C3=CC=CN4CCS(=O)(=O)N=C34)cc2)c1	96	102	-0.1	99	99	104	1	101
CC(=O)N1CCN(C(=O)c2cc(S(=O)(=O)N(C)c3ccc(F)cc3)ccc2Cl)CC1	110	100	0.3	97	95	104	-3	106
O=C(Cc1c(Cl)cccc1Cl)Nc1ccncc1	108	99	-0.3	112	97	106	x	89
O=C(NCc1ccco1)c1nn2c(C(F)(F)F)cc(-c3cccs3)nc2c1Br	111	90	0.3	102	91	96	20	96
New compounds follow
SMILES	CR mimetic SO	AGP1-GFP MLPCN	Efflux pump mplx	RPL19A-GFP yeast	CIT2-GFP yeast	MEP2-GFP yeast	AHR act	LAP4-GFP MLPCN
O=C1NC[C@@H](Cc2cccc3ccccc23)N(CCc2cc(C(F)(F)F)cc(C(F)(F)F)c2)C1=O	112	100	0.1	101	94	105	12	88
CCOC(=O)c1c(NC(=O)C2COc3ccccc3O2)sc2c1CCN(Cc1ccccc1)C2 (configuration not stated)	102	98	0.0	98	92	107	9	103
Cc1ccccc1Cn1nc(C)c(NC(=O)c2cc(-c3cccs3)on2)c1C	119	99	0.1	100	x	100	-7	93
CCCCN(CCCC)S(=O)(=O)c1ccc(NC(=O)c2ccc([N+](=O)[O-])cc2Cl)cc1	94	105	0.3	101	96	103	0	104
O=c1[nH]c(CN2CCN(c3ccccc3)CC2)nc2ccccc12	96	107	0.0	99	103	100	17	103
CC(C)[C@H](NC(=O)N1CC(=O)Nc2ccccc21)C(=O)N[C@H](C(=O)O)c1ccccc1	114	103	-0.1	94	109	106	2	97
CC(C)C(=O)Nc1oc(-c2ccccc2)cc1C#N	107	94	0.0	98	92	92	6	104
CCSc1ccc(-c2nn(-c3ccccc3)cc2/C=C(/C#N)C(=O)NCCCOC)cc1	108	83	0.2	105	186*	525*	0	186*
COc1ccc(C2=CC(=O)C[C@H](c3ccc(F)cc3)C2)cc1F	100	94	0.2	96	87	99	-3	110
COc1cccc(CN(C)C(=O)c2cc(S(=O)(=O)NCc3ccccc3)ccc2C)c1OC	97	106	-0.1	93	99	100	4	104
COC(=O)[C@H](Cc1ccccc1)NC(=O)N1CCN(c2ccccc2)CC1	114	107	-0.1	101	103	106	-1	110
CC1(C)CC(=O)C2=C(C1)c1c(ccc3ccccc13)NC2c1cc([N+](=O)[O-])cc([N+](=O)[O-])c1O (configuration not stated)	72	101	0.0	106	91	114	2	111

Rewritten field by field: 2 of the compounds above
> O=c1[nH]c(CN2CCN(c3ccccc3)CC2)nc2ccccc12
  CR mimetic SO = 96
  AGP1-GFP MLPCN = 107
  Efflux pump mplx = 0.0
  RPL19A-GFP yeast = 99
  CIT2-GFP yeast = 103
  MEP2-GFP yeast = 100
  AHR act = 17
  LAP4-GFP MLPCN = 103

> CC(C)[C@H](NC(=O)N1CC(=O)Nc2ccccc21)C(=O)N[C@H](C(=O)O)c1ccccc1
  CR mimetic SO = 114
  AGP1-GFP MLPCN = 103
  Efflux pump mplx = -0.1
  RPL19A-GFP yeast = 94
  CIT2-GFP yeast = 109
  MEP2-GFP yeast = 106
  AHR act = 2
  LAP4-GFP MLPCN = 97

Five successive records already listed:
SMILES	CR mimetic SO	AGP1-GFP MLPCN	Efflux pump mplx	RPL19A-GFP yeast	CIT2-GFP yeast	MEP2-GFP yeast	AHR act	LAP4-GFP MLPCN
Cc1ccc(S(=O)(=O)N2[C@@H](c3ccc(C(C)(C)C)cc3)C(C(=O)O)=CC[C@H]2c2ccc3c(c2)OCO3)cc1	87	90	-0.2	90	87	86	0	95
COc1cccc(C(=O)N2CCN(C(=O)Cc3ccccc3)CC2)c1	95	114	0.4	102	101	102	2	108
N#Cc1c(-c2ccccc2)oc(=O)c2ccccc12	103	89	-0.1	98	120	109	3	74
CCc1ccc(/C=C2\Oc3c(ccc(O)c3CN3CCN(CCO)CC3)C2=O)cc1	95	20[may fluoresce violet]	0.0	45*[may fluoresce violet]	u	192*[may fluoresce violet]	2	96[may fluoresce violet]
CCOC(=O)C1=C(CSc2nc3c(cc2C#N)CN(C)CC3)OC(N)=C(C#N)C1c1ccccc1 (configuration not stated)	106	105	-0.1	103	99	106	9	100
